TRPC6 act: activators of mouse TRPC6 channel. B-score at 10 µM. Q61143. 310,000 compounds, 0.13% hits. HEK293-TRPC6 membrane potential dye fluorescence; hits give high values. AID 2550;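 active = B-score of the integrated fluorescence ratio above library mean plus 3 SD, and starting fluorescence ratio within library mean plus 5 SD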;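 also: higher score means more depolarization so channel activation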
Target sequence (Q61143 whole entry, looked up): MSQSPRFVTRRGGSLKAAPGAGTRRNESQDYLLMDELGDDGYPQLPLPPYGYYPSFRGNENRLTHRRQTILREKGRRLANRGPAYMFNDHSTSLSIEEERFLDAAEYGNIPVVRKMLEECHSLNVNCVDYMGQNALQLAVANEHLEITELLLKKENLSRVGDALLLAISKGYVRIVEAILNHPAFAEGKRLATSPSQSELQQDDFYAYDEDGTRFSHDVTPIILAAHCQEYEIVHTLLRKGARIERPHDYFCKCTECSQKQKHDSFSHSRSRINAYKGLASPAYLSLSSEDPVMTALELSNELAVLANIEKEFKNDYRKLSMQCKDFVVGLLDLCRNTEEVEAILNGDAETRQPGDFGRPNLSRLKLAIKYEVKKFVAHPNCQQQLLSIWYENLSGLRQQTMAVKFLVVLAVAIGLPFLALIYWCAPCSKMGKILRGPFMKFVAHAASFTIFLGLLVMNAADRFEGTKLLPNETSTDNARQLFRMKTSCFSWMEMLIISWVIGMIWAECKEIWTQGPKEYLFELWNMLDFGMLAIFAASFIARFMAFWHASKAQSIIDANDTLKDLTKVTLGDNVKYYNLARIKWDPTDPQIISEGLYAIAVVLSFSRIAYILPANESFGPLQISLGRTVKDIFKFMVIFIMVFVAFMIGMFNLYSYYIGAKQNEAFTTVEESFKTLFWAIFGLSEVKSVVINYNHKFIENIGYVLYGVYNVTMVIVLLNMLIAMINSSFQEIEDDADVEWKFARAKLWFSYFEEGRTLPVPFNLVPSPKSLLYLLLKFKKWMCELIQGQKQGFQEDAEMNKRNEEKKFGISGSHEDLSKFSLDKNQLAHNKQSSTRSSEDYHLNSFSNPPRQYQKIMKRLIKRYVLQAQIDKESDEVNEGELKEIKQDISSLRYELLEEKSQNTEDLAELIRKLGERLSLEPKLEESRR
TRPC6 inhibitor: blocks the mouse TRPC6 cation channel. Q61143. HEK293-TRPC6, membrane potential dye, ACh-evoked depolarization; hits give low values. B-score at 10 µM. 310,000 compounds, 1.1% hits;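 active = B-score under library mean minus 3 SD, initial fluorescence not abnormally high, positive integrated signal ratio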;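 also: B-score derived from integrated fluorescence ratio over the kinetic read; more negative B-score means stronger inhibition of depolarization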
TRPC4 block: TRPC4 (mouse) channel inhibition. HEK293 TRPC4beta/mu-opioid, DAMGO-evoked Fluo4 calcium flux; hits give low values. B-score at 10 µM. 300,000 compounds, 0.39% hits. AID 2247;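 active = B-score over 3 SD under the library average, no early fluorescence shift, positive overall ratio signal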
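Assay system: HEK293 cells with stable TRPC4beta plus mu-opioid receptor expression; Probe or stimulus: DAMGO in two steps, submaximal then maximal; Dosing: single-point compound dosing; Measured by: Fluo4 calcium-dye fluorescence, kinetic read; Read-out basis: B score from integrated Fluo4 fluorescence ratio.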
RGS4 block: inhibitors of human RGS4. P49798. HEK293 M3R/RGS4 inducible, Fluo-4 calcium flux; hits give high values; triggered by carbachol at its EC20. B-score at 10 µM. 310,000 compounds, 0.45% hits. AID 463165;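 active = B-score, a plate-corrected calcium signal, over three deviations above library mean, with baseline fluorescence within five deviations of library mean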;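 also: RGS4 expression induced by doxycycline in cells with stable M3 receptor; B-score is computed from the integrated fluorescence ratio over baseline after carbachol; higher B-score means a larger calcium signal and so more RGS4 inhibition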
Target sequence (P49798 whole entry, looked up): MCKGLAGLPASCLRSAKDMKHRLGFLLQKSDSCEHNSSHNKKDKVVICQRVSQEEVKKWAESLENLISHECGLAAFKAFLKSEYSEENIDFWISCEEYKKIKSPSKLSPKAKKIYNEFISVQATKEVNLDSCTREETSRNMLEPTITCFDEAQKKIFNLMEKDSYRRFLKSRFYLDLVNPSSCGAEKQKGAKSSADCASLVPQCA
ANO1 block: blocks the mouse calcium-activated chloride channel TMEM16A | normalized B-score (activity score, 25-100; higher = stronger inhibition) at 10 µM | HEK293 TMEM16A/YFP iodide influx fluorescence, ionomycin | Q8BHY3 | 310,000 compounds, 1.2% hits;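 active = ratio plate-corrected score three or more library SD toward inhibition, starting fluorescence score within five deviations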;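 also: score derived from kinetic fluorescence span divided by baseline fluorescence per well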
MrgX1 antag: blocks BAM8-22 activation of human MrgX1 receptor; Q96LB2; MRGX1-HEK293 calcium flux, Fluo-4, BAM8-22 antagonism; hits give low values; B-score at 10 µM; 310,000 compounds, 1.3% hits;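 active = calcium-response B-score plate-corrected more than 3 library SD below zero, starting fluorescence within 5 deviations, no agonist response on first addition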;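 also: peak minus trough fluorescence over baseline after final BAM8-22 challenge near maximal dose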
TRPC4 agonist: TRPC4 (mouse) channel activation | HEK293 TRPC4beta/mu-opioid, Fluo4 calcium fluorescence; hits give high values | B-score at 10 µM | 310,000 compounds, 0.49% hits;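 active = B-score above 5 SD of library B-scores, and initial fluorescence ratio not above library mean plus 5 SD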;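 also: positive B-score marks a calcium rise read as TRPC4 activation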
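System – HEK293 cells stably co-expressing mouse TRPC4beta and mu-opioid receptor · Signal – Fluo4 calcium-sensitive dye fluorescence, kinetic, 1 Hz baseline · Benchmarks – buffer (low) and maximal DAMGO (high) · Read-out – B score of integrated fluorescence ratio per well · Incubation – dye loading 45 min room temperature, 110 s kinetic read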
TMEM16A act: mouse TMEM16A channel activation, primary screen; B-score at 10 µM; Q8BHY3; 340,000 compounds, 0.3% hits; HEK293 TMEM16A/YFP-H148Q/I152L, iodide quench fluorescence; hits give low values;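 active = fluorescence-ratio B-score plate-corrected deviation score at least 3 library SD below zero, with starting fluorescence score within 5 deviations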;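 also: channel opened by trigger with iodide after compound preincubation; score built on the fluorescence ratio of max minus min over baseline; more negative score means more quench and so TMEM16A activation or potentiation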
TRPC4 PAM: TRPC4 (mouse) allosteric potentiation; B-score at 10 µM; HEK293 TRPC4beta/mu-opioid, DAMGO EC20, Fluo-4 Ca2+ flux; hits give high values; 310,000 compounds, 0.42% hits;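 active = B-score of calcium response area above 5 SD of library B-scores, with initial fluorescence ratio within 5 SD of library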;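 also: B-score of integrated fluorescence ratio over time as area under calcium response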
MrgX1 allo act: human MrgX1 positive allosteric modulation, primary screen; Q96LB2; MrgX1-HEK293, Fluo-4 calcium flux, FDSS; hits give high values; B-score at 10 µM; 310,000 compounds, 0.63% hits;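 active = plate-corrected calcium response at least 3 library SD above typical, normal starting fluorescence, not activating the receptor alone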;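 also: compound read alongside a low EC10 to EC30 dose of BAM8-22 agonist; peak minus trough fluorescence over baseline measured at the second addition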
MrgX1 agonist: agonists of human MrgX1 receptor. Q96LB2. MrgX1-HEK293 cells, Fluo-4 calcium fluorescence, agonist mode; hits give high values. B-score at 10 µM. 310,000 compounds, 0.44% hits. AID 588627;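 active = calcium response B-score plate-corrected fluorescence ratio at least 3 library SD, with starting fluorescence B-score inside 5 SD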
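times = overnight plating, then 30 min 37 °C plus 30 min room-temperature dye loading | assay system = stable human MrgX1 HEK293 cell line | input = fifteen thousand cells per well | signal = kinetic calcium dye fluorescence, Fluo-4 NW | dosing = compound delivered in addition one of three | read-out = B-scored fluorescence response ratio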
* hit, by the source's call; i = inactive; nt = no result given.

SMILES | TRPC6 act | TRPC6 inhibitor | TRPC4 block | RGS4 block | ANO1 block | MrgX1 antag | TRPC4 agonist | TMEM16A act | TRPC4 PAM | MrgX1 allo act | MrgX1 agonist
CN(Cc1ccno1)Cc1cn(C)nc1-c1ccc(Oc2ccccc2)cc1 | i | i | i | i | i | i | i | i | i | i | i
C=CCN1C(=O)c2ccc(C(=O)OCC(=O)Nc3ccc(S(N)(=O)=O)cc3)cc2C1=O | i | i | i | i | i | i | i | i | i | i | i
CCOc1ccc(Nc2ccnc3cc(Cl)ccc23)cc1 | i | i | i | i | i | i | i | i | i | i | i
CCOc1cc2c(cc1/C=C/c1noc(C)c1[N+](=O)[O-])OC(C)C2 (stereo not given) | i | i | i | i | i | i | i | i | i | i | 41*
CCN(C(=O)CSc1nc2n[nH]c(C)c2c(=N)n1-c1ccc(Cl)c(C)c1)c1cccc(C)c1 | i | i | i | i | i | i | i | i | i | i | i
COc1ccc2[nH]c(C)c(CCN(Cc3cccs3)C(=S)Nc3cccc(F)c3)c2c1 | i | i | i | i | i | i | i | i | i | i | i
O=C(c1cccs1)N1CCC(N2CCN(c3ccccc3)CC2)CC1 | i | i | i | i | i | i | i | i | i | i | i
N#CC1=C(S)N(c2ccccc2)C(c2ccc(-c3ccc(Cl)c(Cl)c3)o2)NC1=O (stereo not given) | i | i | i | i | i | i | i | i | i | i | i
COC(=O)Cc1c(O)ccn(Cc2ccc3c(c2)OCO3)c1=O | i | i | i | i | i | i | i | i | i | i | i
CC1CCN(C(=S)Nc2ccc(SC(F)F)cc2)CC1 | i | i | i | i | i | i | i | i | i | i | i
Cc1ccnc(NS(=O)(=O)c2ccc(N3C(=O)c4ccccc4C3=O)cc2)n1 | i | i | i | i | i | i | i | i | i | i | i
COc1cccc(/C(O)=C/c2nc3ccc(C(=O)NCCc4ccc(Cl)cc4)cc3[nH]c2=O)c1 | i | i | i | i | nt | nt | i | i | i | nt | nt

Reprinted from the part before: two compounds, then new ones.
SMILES | TRPC6 act | TRPC6 inhibitor | TRPC4 block | RGS4 block | ANO1 block | MrgX1 antag | TRPC4 agonist | TMEM16A act | TRPC4 PAM | MrgX1 allo act | MrgX1 agonist
Cc1ccnc(NS(=O)(=O)c2ccc(N3C(=O)c4ccccc4C3=O)cc2)n1 | i | i | i | i | i | i | i | i | i | i | i
COc1cccc(/C(O)=C/c2nc3ccc(C(=O)NCCc4ccc(Cl)cc4)cc3[nH]c2=O)c1 | i | i | i | i | nt | nt | i | i | i | nt | nt
O=C(Cc1ccccc1)Nc1ccc(NC(=O)c2ccccc2)nc1 | i | i | i | i | i | i | i | i | i | i | i
CCOC(=O)c1ccccc1NC(=O)COC(=O)CSCC(=O)Nc1cc(C)on1 | i | i | i | i | i | i | i | i | i | i | i
COCCN(C(=O)C(C)C)c1nnc(-c2ccc(C)cc2)s1 | i | i | i | i | i | i | i | i | i | i | i
O=C(c1ccc2ccccc2n1)N1CCN(c2ccccc2)CC1 | i | i | i | i | i | i | i | i | i | i | i
Clc1ccc(Cl)c(OCCN2CCCC2)c1 | i | i | i | i | i | i | i | i | i | i | i
Cc1ccc(CNC(=O)c2ccc(NC(=O)CCS(=O)(=O)c3cccs3)cc2)cc1 | i | i | i | i | i | i | i | i | i | i | i
O=C(N/N=C/c1ccc(Br)s1)c1c[nH]c2ccccc12 | i | i | i | i | i | i | i | i | i | i | i
Clc1ccc(C2=NNC(=NCc3ccc4c(c3)OCO4)SC2)cc1 | nt | nt | nt | nt | i | i | nt | i | nt | i | i
CCCCNC(=O)C1c2ccccc2Oc2ccccc21 | i | i | i | i | i | i | i | i | i | i | i
COc1cccc(C(=O)CSc2nc3cccnc3n2C)c1 | i | i | i | i | i | i | i | i | i | i | i
CCCCN1C(=O)CC(Sc2ccccc2C(=O)O)C1=O (stereo not given) | i | i | i | i | i | i | i | i | i | i | i
Cc1ccc(OCCn2ccc(=O)[nH]c2=O)cc1C | i | i | i | i | i | i | i | i | i | i | i
Cc1cccc(OCC(=O)OCC(=O)N2CCN(C(=O)c3ccco3)CC2)c1C | i | i | i | i | i | i | i | i | i | i | i
C/C(=N\Nc1cc(C)nc(-c2ccccc2O)n1)c1ccccc1 | i | i | i | i | i | i | i | i | i | i | i
CCC1CCCCN1C(=O)Cn1c(=O)n(CCCC(=O)NCc2ccco2)c(=O)c2sccc21 (stereo not given) | i | i | i | i | i | i | i | i | i | i | i
Cc1cccc(NC(=S)NNC(=O)c2sccc2C)c1 | i | i | i | i | i | i | i | i | i | i | i
CC(C)C(c1nnnn1C1CCCCC1)N1CCc2ccccc2C1 (stereo not given) | i | i | i | i | i | i | i | i | i | i | i
C=CCC1(CC=C)CCCN1C(=O)C1CCC(=O)N(CCc2ccccc2)C1 (stereo not given) | i | i | i | i | i | i | i | i | i | i | i
Nc1nc(SCC(=O)Nc2ccccc2-c2ccccc2)n[nH]1 | i | i | i | i | i | i | i | i | i | i | i
O=C(Nc1ccc(N2CCCC2)cc1)c1cc(Br)ccc1Cl | i | i | i | i | i | i | i | i | i | i | i
Cc1ccc(NC(=S)N2CCC(c3ccccc3)C2)c(Cl)c1 (stereo not given) | i | i | i | i | i | i | i | i | i | i | i
O=C(c1cc(-c2ccc(Cl)cc2)on1)N1CCc2ccccc2C1 | i | i | i | i | i | i | i | i | i | i | i
CC1(C)c2[nH]c3ccccc3c2C[C@H]2C(=O)N(Cc3ccc(F)cc3)C(=O)N21 | i | -5.5* | i | i | i | i | i | i | i | i | i
CCSC1=NCCN1C(=O)c1ccc(S(=O)(=O)N(C)C)cc1 | i | i | i | i | i | i | i | i | i | i | i
CC(C)CN(C(=O)COC(=O)c1ccc(Cl)c(N)c1)c1c(N)n(Cc2ccccc2)c(=O)[nH]c1=O | i | i | i | i | i | i | i | i | i | i | i
CCc1ccc(NC(=O)CCn2c(=O)oc3ccccc32)cc1 | i | i | i | i | i | i | i | i | i | i | i
CCOc1ccccc1NCc1nnc(-c2ccccc2)o1 | i | i | i | i | i | i | i | i | i | i | i
CCOc1ccc(S(=O)(=O)N2CCCCC2)cc1NC(=O)Cc1cccs1 | i | i | i | i | i | i | i | i | i | i | i
Cc1cccc(C2CC(c3ccc(Cl)cc3)Nc3nc(N)nn32)c1 (stereo not given) | i | i | i | i | i | i | i | i | i | i | i
CC(C)(C)C(=O)Nc1sc(-c2ccccc2)cc1C(=O)O | i | i | i | i | i | i | i | i | i | i | i
O=C(c1ccccc1-c1ncc[nH]1)N1CCCC(Nc2ccc(F)cc2)C1 (stereo not given) | i | i | i | i | i | i | i | i | i | i | i
O=C(NCc1ccc2c(c1)OCO2)c1nnc(Cc2ccc(Cl)cc2)o1 | i | i | i | i | i | i | i | i | i | i | i
CC(C)(C)c1ccc(OCC(=O)NCCN2CCCC2)cc1 | i | i | i | i | i | i | i | i | i | i | i
CCCOc1ccc(N2C(=O)CC(NCc3ccncc3)C2=O)cc1 (stereo not given) | i | i | i | i | i | i | i | i | i | i | i
CCCC(=O)c1cc(F)c(N2CCOCC2)cc1C | i | i | i | i | i | i | i | i | i | i | i
Cc1ccc(-c2nnn(CC(=O)N(c3ccccc3)C(C(=O)NCC3CCCO3)c3ccc(F)cc3)n2)o1 (stereo not given) | i | i | i | i | i | i | i | i | i | i | i
COCCCNC(=O)CCc1ccc(S(=O)(=O)Nc2ccc(C)cc2)cc1 | i | i | i | i | i | i | i | i | i | i | i
CCC(Sc1nc(C)cc(C)n1)C(=O)Nc1ccc(S(N)(=O)=O)cc1 (stereo not given) | i | i | i | i | i | i | i | i | i | i | i
COc1ccc(NC(=O)Nc2nnc(Cc3ccc(OC)c(OC)c3)s2)cc1 | i | i | i | i | i | i | i | i | i | i | i
O=C(COc1ccc(Cl)cc1)c1ccc(O)cc1O | i | i | i | i | i | i | i | i | i | i | i
Cc1ccc(-n2nnnc2SCC(=O)N2Cc3ccccc3CC2C(=O)O)cc1 (stereo not given) | i | i | i | i | i | i | i | i | i | i | i
Cc1ccc(S(=O)(=O)N2C(=S)SCC2(C)C)cc1 | i | i | i | i | nt | nt | i | nt | i | nt | nt
COc1ccc(S(=O)(=O)NNC(=O)C2COc3ccccc3O2)cc1[N+](=O)[O-] (stereo not given) | i | i | i | i | i | i | i | i | i | i | i
O=C(CNC(=O)c1ccc(Br)cc1)N/N=C/c1ccc[nH]1 | i | i | i | i | i | i | i | i | i | i | i
COc1cc(/C=C/C(=O)OCC(=O)Nc2ccc(NC(C)=O)cc2)cc(S(=O)(=O)N2CCc3ccccc32)c1OC | i | i | i | i | i | i | i | i | i | i | i
Cc1ccc(NC(=O)OCc2ccccc2S(C)=O)cc1 (stereo not given) | i | i | i | i | i | i | i | i | i | i | i
CC(=O)Nc1ccc(S(=O)(=O)Nc2c(NC3CCCCC3)c3ccccc3oc2=O)cc1 | i | i | i | i | i | i | i | i | i | i | i
CCOC(=O)CN1C(=O)S/C(=C/c2ccc(O)c([N+](=O)[O-])c2)C1=O | i | i | i | i | i | i | i | i | i | i | i
CCN(CC)Cc1c[nH]c2c(C(=O)OC)cccc12 | i | i | i | i | i | i | i | i | i | i | i
CS(=O)(=O)c1nc([N+](=O)[O-])nn1CCCc1ccccc1 | i | i | i | i | i | i | i | i | i | i | i
CCCn1c(N2CCN(Cc3ccc(Cl)cc3)CC2)nc2ccccc21 | i | i | i | i | i | i | i | i | i | i | 30*
CCOC(=O)Nc1ccc(NC(=O)c2c(OC)cccc2OC)cc1 | i | i | i | i | i | i | i | i | i | i | i
CC(C)C1N=C(c2ccc3c(c2)OCO3)CC(c2ccccc2O)N1 (stereo not given) | i | i | i | i | i | i | i | i | i | i | i
Cc1nc(NC(=O)CN2CCOCC2)sc1-c1ccccc1 | i | i | nt | i | i | i | i | i | i | i | i
O=C(O)/C=C/C(=O)Nc1nc(-c2ccc3ccccc3c2)cs1 | i | i | i | i | i | i | i | i | i | i | i
Cc1ccc(NC(=O)CCC(=O)c2ccc(F)cc2)cc1Cl | i | i | i | i | i | i | i | i | i | i | i
